Screening results from PubChem.
All columns: NCI-60 one-dose screen, growth in % after 48 h at 10 µM unless noted; 100 = growth as untreated, 0 = no growth, -100 = all killed.
SNB-75: SNB-75 CNS cancer. 79,000 tested, 5% active
U251: U251 CNS tumor cells | 80,000 tested, 5.4% active
NCI-H23: NCI-H23 lung cancer. 80,000 tested, 4% active. AID 1794731
SNB-19: SNB-19 CNS cancer cells | 81,000 tested, 2.5% active | AID 1794751
SF-295: SF-295 CNS cancer cells | 79,000 tested, 5.6% active | AID 1794758
A498: A498 renal cancer cells; AID 1794774; 76,000 tested, 5.4% active
SF-268: SF-268 CNS cancer cells; 82,000 tested, 3.1% active
SF-539: SF-539 CNS cancer; 81,000 tested, 6.8% active; AID 1794752
CAKI-1: CAKI-1 renal cancer; AID 1794772; 75,000 tested, 4.7% active
Starred values were filed as active, the others as inactive; / = no result given; [ ] = another dose, or the depositor's remark. How the source made its calls: active means growth percent below 10; inactive means the rest.

SMILES	SNB-75	U251	NCI-H23	SNB-19	SF-295	A498	SF-268	SF-539	CAKI-1
O=[N+]([O-])c1cccc(-c2nc3sccn3c2-c2ccnc(NCCCNS(=O)(=O)c3cccc(F)c3)n2)c1	/	40	-9.7*	41	5.8*	34	12	35	10
CC(C)=CCC/C(C)=C/CC/C(C)=C/CSC[C@H](NC(=O)CCCCCN1CCN(C)CC1)C(=O)NC1CCCCCC1	74	33	58	81	/	77	75	83	/
Clc1ccccc1CNc1c2ccccc2nc2ccccc12	43	23	22	26	22	-5.9*	47	6.2*	25
CN(NC1OC(=O)c2ccccc21)c1ccc(C(F)(F)F)cc1[N+](=O)[O-] (stereo not given)	93	85	97	/	78	100	/	85	82
CC1(C)C(=O)CC[C@]2(C)[C@H]3CC=C4[C@@H]5C[C@@](C)(C(N)=O)CC[C@]5(C)CC[C@@]4(C)[C@]3(C)CC[C@@H]12	94	93	97	88	106	/	101	103	95
CCn1c(SCC(=O)c2ccccc2)nnc1-c1ccncc1	77	99	100	99	98	95	94	99	89
O=C1c2c(O)ccc(O)c2C(=O)c2c(O)c(O)cc(O)c21	98	109	102	101	109	102	113	104	92
O=C(O)C1CCN(c2ncc(-c3ccc4c(c3)OCCCO4)s2)CC1	77	103	94	97	108	96	90	105	/
Cc1ncc(C(O)c2ccc(N(C)C)cc2)n1Cc1ccccc1 (stereo not given)	84	101	96	104	102	/	105	103	83
O=C(O)c1cccc2c(=O)c3ccccc3oc12	93	105	98	103	104	99	98	104	96
CCCCCCN=C(N)CCCCCCCCCCC(N)=NCCCCCC	24	15	28	18	41	37	29	29	56
COc1ccc(C2=NN(c3ccc(S(N)(=O)=O)cc3)C(c3ccc(Cl)cc3)C2)c(O)c1 (stereo not given)	70	58	64	85	46	47	84	90	/
CC(C)OC(=O)COc1ccc(Cl)cc1Cl	100	95	104	104	100	98	99	/	102
Cc1cc(C(c2ccccc2)c2ccccc2)ccc1NS(=O)(=O)c1ccccc1	95	95	86	101	109	102	86	98	89
COC1=C(NC(C)(C)C)C(=O)C(OC)=C(NC(C)(C)C)C1=O	104	111	104	104	111	98	90	102	92
C[C@](N)(Cc1ccc(O)c(O)c1)C(=O)O	102	98	/	98	123	86	98	96	94
COc1ccc(Oc2nc(Nc3ccc(N4CCOCC4)cc3)ncc2N=Cc2cc(OC)cc(OC)c2)cc1	75	98	92	99	108	99	96	97	/
Cc1cccc2cc(-c3cc4ccccc4[nH]3)c(=O)oc12	85	103	95	95	108	118	100	103	76
N#CCc1ccc(N(CCO)CCO)cc1	110	98	105	100	100	100	/	109	87
CS(=O)(=O)c1c(Nc2ccccc2)n[nH]c1N	114	105	105	91	126	115	111	/	105
NC(=O)NN=C1CCCC1	102	102	106	104	120	111	120	113	119
CCOC(=O)C1=C(C)N=C2SC=C(c3ccc(Cl)cc3)N2[C@H]1c1cn(-c2ccccc2)nc1-c1ccc(F)cc1	99	77	82	83	81	107	89	88	80
Cc1cc(O)c(C2=NN(c3ccc(S(N)(=O)=O)cc3)C(c3ccc(Cl)cc3)C2)c(C)c1Cl (stereo not given)	67	70	79	90	20	87	62	79	/
O=C1c2ccccc2C(=O)c2c1cccc2N1CCOCC1	79	92	85	92	121	79	96	92	73
COc1ccc(/C=C/C(=O)c2ccc(NC(=O)CSc3nnc(-c4ccc(OC)c(OC)c4)n3-c3ccccc3)cc2)cc1	63	-9.7*	21	61	91	94	81	87	/
O=C1OC2CC13Cc1ccccc1C3(C(=O)O)CC2I (stereo not given)	98	97	103	106	90	118	117	103	94
COc1ccc(N2C(=O)C(OC)C2c2ccc(F)cc2)cc1 (stereo not given)	94	97	95	107	95	111	110	98	90
CCc1ccc(/C=C2\N=C(C)N(CCc3ccc(S(N)(=O)=O)cc3)C2=O)cc1	90	98	105	102	103	103	105	106	98
CCOC(=O)c1cc(OCC)c(OCC)c(OCC)c1N	80	96	108	102	96	107	111	95	89
COc1ccc(-c2nn(-c3cccc(Cl)c3)cc2C2CC(c3ccccc3)=NN2)cc1 (stereo not given)	93	96	92	101	/	89	100	112	88
CCCCOC(=O)c1ccc(C)cc1	98	102	99	117	104	98	102	111	102
CNc1nc(SCc2ccc(Cl)cc2Cl)ncc1C	107	95	100	109	105	88	115	118	102
CN1CCN(C(=O)[C@@]2(C)CC[C@]3(C)CC[C@]4(C)C(=CC[C@@H]5[C@@]6(C)C/C(=C/c7cccnc7)C(=O)C(C)(C)[C@@H]6CC[C@]54C)[C@@H]3C2)CC1	87	66	84	89	90	87	83	73	72
O=C(/C=C/c1ccco1)c1ccc(Cl)cc1	/	84	104	88	132	98	99	99	110
O=C(CSc1nnc(-c2ccc(-c3nc4ccc(Cl)cc4[nH]3)cc2)o1)Nc1ccccc1	-17*	-79*	-41*	-42*	76	130	49	-93*	-34*
COc1ccc(/C=N\NC(=O)c2ccc3nc(-c4ccc(Br)cc4)[nH]c3c2)cc1	46	-52*	25	19	11	82	8.6*	16	35
N#Cc1c(-c2ccco2)nc(SCC(=O)Nc2cccc(Cl)c2)[nH]c1=O	95	99	77	94	97	77	107	126	88
c1ccc(C2=Nc3ccccc3SC2)cc1	78	95	94	109	97	/	/	103	/
Cn1c2ccccc2c2c3c(c4c5cc(F)ccc5oc4c21)C(=O)NC3=O	79	101	95	91	102	111	101	98	78
O=C(Nc1cccc(-n2cc(-c3ccncc3)c(-c3ccc(Cl)c(O)c3)n2)c1)Nc1cc(C(F)(F)F)cc(C(F)(F)F)c1	/	-84*	-7.9*	11	/	-19*	-36*	-63*	8.9*
CCOC(=O)Cc1nc(N)n(C(=S)Nc2ccc(Cl)cc2)n1	86	95	108	103	103	106	94	102	89
Fc1ccc(N(c2nc(Cl)nc(Cl)n2)c2nc(Cl)nc(Cl)n2)cc1	85	102	98	101	92	117	99	100	99
NC(N)=NS(=O)(=O)c1ccc(N=Nc2c(N)nn(-c3ccc([N+](=O)[O-])cc3[N+](=O)[O-])c2N)cc1	95	100	98	100	108	95	100	95	90
Cc1[nH]c(C(=O)Nc2ccc3nc(OCCN4CCOCC4)ccc3c2)c(Cl)c1Cl	44	58	51	82	99	52	69	70	97
O=[N+]([O-])c1ccc(/C=N/n2cnnc2)cc1	82	96	101	99	105	96	97	89	87
COc1ccc(Cl)c([N+](=O)[O-])c1	98	106	99	103	98	113	104	92	/
Cc1nn(-c2nc3ccccc3[nH]2)c2c1C(c1ccc(OCc3ccc(F)cc3)cc1)CC(=O)N2 (stereo not given)	48	42	47	65	19	/	47	57	66
O=C(NCCc1ccc(O)c(O)c1)c1ccccc1Nc1ccnc(C(F)(F)F)c1	80	96	99	93	105	94	78	89	96
C[C@@H]1CCCCCCCCC[C@H](O)C(=O)C[C@@H](SC[C@@H](O)C(=O)O)C(=O)O1	95	89	96	102	104	167	98	98	102
CCN(CC)CCOc1ccc2c(-c3ccccc3)c(-c3ccc(OC)cc3)c(=O)oc2c1	83	44	70	69	63	70	90	59	72
(more compounds)
SMILES	SNB-75	U251	NCI-H23	SNB-19	SF-295	A498	SF-268	SF-539	CAKI-1
O=C1COCCN1c1ccc(N2C(=O)C(Cl)C2c2cn(Cc3ccccc3)c3ccccc23)cc1 (stereo not given)	93	100	102	103	103	84	99	98	93
COc1ccc(CC(Cc2ccc(OC)c(OC)c2)NC=O)cc1OC	87	100	101	96	102	103	109	/	102
COC(=O)/C=C1/S/C(=N\N=C\c2ccc(OCC(F)(F)F)cc2)N(c2ccccc2)C1=O	72	77	92	82	87	107	88	91	73
Cc1nn(-c2ccc(Cl)cc2)c(C)c1N=Nc1ccc(Br)cc1	94	106	102	102	96	92	95	99	88
O=c1[nH]n(C(=S)N/N=C/c2ccc([N+](=O)[O-])cc2)c(=O)c2ccccc12	87	106	95	96	97	111	103	100	95
O=C(CCN1C(=O)/C(=C/c2ccc(Cl)cc2)SC1=S)NCCCN1CCOCC1	92	102	101	101	95	106	96	94	94
Nn1c(CCl)nc2c(cnn2-c2ccccc2)c1=O	94	101	92	101	105	120	98	101	81
CCOC(=O)CCCn1c(-c2ccccc2)cc(-c2ccccc2)c(C#N)c1=O	71	99	83	93	69	26	88	82	57
O=C(CI)Nc1ccc2oc(=O)c(C(=O)O)cc2c1	98	100	106	107	107	116	107	106	107
CN(C)C1C(=O)c2ccccc2C1=O	106	111	96	109	109	95	105	104	110
Cc1cc(C)c(O)c(N)c1	82	82	93	97	101	94	82	102	106
O=C(NCc1ccco1)C1CCN(S(=O)(=O)c2ccc(Br)cc2)CC1	101	74	76	91	85	91	104	100	98
CCOC(=O)CSc1nc2ccccc2c(=O)n1CCc1ccc(S(N)(=O)=O)cc1	91	106	99	105	96	107	98	94	91
CCCCNC(=O)c1[nH]cc(-c2ccccc2)c1-c1cc(OC)c2c(c1OC)OCO2	92	93	92	95	92	28	98	104	64
CC1=CSC2=NCCN12	98	109	104	101	132	118	102	96	94
COc1c2occc2c(OC)c2c(=O)c(-c3cc(-c4ccc(F)cc4)c(C#N)c(N)n3)c(C)oc12	/	31	36	51	57	26	35	68	50
CC(=O)Oc1ccccc1C(=O)Nc1ccc(C(=O)/C=C/c2ccco2)cc1	102	106	/	99	94	71	112	98	98
Brc1ccc2c(-c3cncn3CCc3ccccc3)c[nH]c2c1	/	77	80	88	75	/	80	98	80
CC12CC(=O)C3C(CCC4CC(O)CCC43C)C1CCC/C2=C/CO (stereo not given)	87	94	105	108	88	103	104	101	95
Fc1ccc2c(c1)COc1c-2c(C(F)(F)F)nn1-c1ccccc1	83	98	96	105	103	80	92	94	89
O=C(CN1C(=O)S/C(=C\c2ccccc2)C1=O)Nc1ncc(Cc2ccccc2Cl)s1	82	95	102	101	100	112	88	95	78
CCOC(=O)/C=C\c1ccc(OC)cc1	95	102	100	101	112	101	104	94	97
COc1ccc(-c2cc(Cc3cccs3)c(=O)n(CN3CCN(C)CC3)n2)cc1	74	102	103	99	109	105	112	102	94
CC(=O)OC1CC2C=CC1C2 (stereo not given)	79	95	94	92	108	85	94	97	90
CCCOC(=O)c1ccco1	67	101	102	114	99	116	104	105	/
C/C=C/c1ccc(OC(C)=O)c(OC)c1	92	106	108	115	107	92	104	104	115
CCOC(=O)c1ccccc1C(=O)c1ccccc1	101	110	105	105	98	95	116	105	98
O=c1sc2cc(Nc3ncnc4c3cnn4-c3ccccc3)ccc2n1Cc1ccc(Cl)cc1	88	97	85	86	87	59	86	79	72
C=C1C(=O)O[C@H]2[C@H]1CC/C(COC(=O)NCc1ccc(Cn3c(=O)sn(CCCI)c3=O)cc1)=C\CC[C@@]1(C)O[C@@H]21	72	51	72	96	99	105	75	40	34
CCCc1cc(=O)n2c(C(=O)Nc3cccc(Cl)c3)c(C(=O)Nc3ccc(F)cc3)sc2n1	110[30 µM]	99[30 µM]	105[30 µM]	98[30 µM]	50[30 µM]	110[30 µM]	98[30 µM]	52[30 µM]	90[30 µM]
Cc1cccc(C)c1Nc1nnc(-c2c[nH]c3ccccc23)o1	88	96	89	97	96	134	104	94	83
NC(=O)C1CCN(C(=O)C(=O)c2c(-c3ccccc3)cc3ccccn23)CC1	85	97	94	97	/	95	103	97	96
CC(=O)Nc1cc(C(C)C)c(I)cc1C	85	105	90	100	96	96	103	96	/
CCOC(=O)C1CCCCN1c1ccc(N2C[C@H](CNC(=O)c3ccc(Cl)s3)OC2=O)cc1 (stereo not given in full)	89	85	88	87	97	78	91	95	89
CCSc1nc2ccccc2o1	88	101	107	100	113	84	96	96	88
O=C1CCC23OC(C(O)c4ccccc4N12)C1C(Br)=NOC13 (stereo not given)	81	107	99	108	106	108	92	93	/
CCN(CC)c1ccc(/C=N/Nc2nc(-c3ccc(Br)cc3)cs2)c(O)c1	77	82	/	107	91	102	100	52	55
Cc1cc(=O)oc2cc(O)cc(O)c12	98	107	107	104	103	117	98	92	95
NS(=O)(=O)c1ccc(C(=O)NN2C(=O)C3CC=CCC3C2=O)cc1 (stereo not given)	84	104	104	103	101	83	99	107	96
CN(C)c1ccc(-c2c(C#N)c(N)n3nc(N)c(C#N)c3c2C#N)cc1	89	90	97	95	104	106	77	78	/

Of the compounds above, 6 contain a COOH group.
SMILES	SNB-75	U251	NCI-H23	SNB-19	SF-295	A498	SF-268	SF-539	CAKI-1
O=C(O)C1CCN(c2ncc(-c3ccc4c(c3)OCCCO4)s2)CC1	77	103	94	97	108	96	90	105	/
O=C(O)c1cccc2c(=O)c3ccccc3oc12	93	105	98	103	104	99	98	104	96
C[C@](N)(Cc1ccc(O)c(O)c1)C(=O)O	102	98	/	98	123	86	98	96	94
O=C1OC2CC13Cc1ccccc1C3(C(=O)O)CC2I (stereo not given)	98	97	103	106	90	118	117	103	94
C[C@@H]1CCCCCCCCC[C@H](O)C(=O)C[C@@H](SC[C@@H](O)C(=O)O)C(=O)O1	95	89	96	102	104	167	98	98	102
O=C(CI)Nc1ccc2oc(=O)c(C(=O)O)cc2c1	98	100	106	107	107	116	107	106	107

By substructure, the compounds so far with a thiophene ring, fused or not.
SMILES	SNB-75	U251	NCI-H23	SNB-19	SF-295	A498	SF-268	SF-539	CAKI-1
COc1ccc(-c2cc(Cc3cccs3)c(=O)n(CN3CCN(C)CC3)n2)cc1	74	102	103	99	109	105	112	102	94
CCOC(=O)C1CCCCN1c1ccc(N2C[C@H](CNC(=O)c3ccc(Cl)s3)OC2=O)cc1 (stereo not given in full)	89	85	88	87	97	78	91	95	89
